Screening data from PubChem.
ERp5 block: inhibitors of human ERp5. ERp5 insulin aggregation, absorbance 650 nm, 90 min. inhibition, % at 9.99 µM. 350,000 compounds, 0.05% hits;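 active means mean replicate inhibition above about 25%, with every replicate also reaching it, limit read from the data, passing the limit was not always enough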
CASP6 VEID inh: blocks human caspase-6 cleavage activity; P55212; purified caspase-6, Z-VEID-R110 cleavage fluorescence; inhibition, % at 12.5 µM; 350,000 compounds, 0.53% hits;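 active means mean inhibition across replicates at least about 35%, with every replicate also reaching that limit, limit read from the data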;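 further: 0% = median of neutral control wells and 100% = no fluorescence left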
Target sequence (P55212 24-179 limits assumed): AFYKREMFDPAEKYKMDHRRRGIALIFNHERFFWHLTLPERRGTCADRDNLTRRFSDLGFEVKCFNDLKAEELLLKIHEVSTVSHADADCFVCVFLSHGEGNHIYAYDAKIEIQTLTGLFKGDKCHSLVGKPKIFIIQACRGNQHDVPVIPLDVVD
Target sequence (P55212 194-293 limits assumed): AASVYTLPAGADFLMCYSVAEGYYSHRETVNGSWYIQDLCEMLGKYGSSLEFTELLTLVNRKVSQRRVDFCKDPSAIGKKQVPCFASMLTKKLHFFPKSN
RAD54 branch: RAD54 (human) branch migration inhibition. Q92698. RAD54 Holliday junction branch migration, FAM/BHQ fluorescence. inhibition, % at 10.4 µM. 360,000 compounds, 0.14% hits. AID 602329;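 active means mean normalized replicate activity at least 40 and at least half of replicates scoring 40 or more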;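 further: 0% = median of neutral control wells and 100% = median of positive control wells; inhibitors cause a drop in the FAM fluorescence signal; in these data hits start at about 50%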
esBAF inh: SWI/SNF esBAF complex inhibition; mouse ES cells, Bmi1-luciferase knock-in reporter, 24 h; 100% = twice the neutral-well signal; reporter increase, % at 12.5 µM; 350,000 compounds, 2% hits; in the data active means activation above about 40%;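 further: 0% = median of the plate's neutral control wells and 100% = double that signal; a rise in the Bmi1 reporter signal indicates esBAF inhibition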
ARNT TACC3 PPI: disrupts binding between human ARNT and TACC3; Q9Y6A5; inhibition, % at 9.99 µM; 390,000 compounds, 0.66% hits; AlphaScreen His-ARNT PAS-B/GST-TACC3 binding, luminescence; TACC3 fragment carries E629A point mutation;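 active means mean inhibition of replicates at least 50% and at least half of replicates each reaching 50%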;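 further: 0% = complete ARNT plus TACC3 wells and 100% = ARNT alone without TACC3; many hits fall short of the cut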
RAD52 anneal inh: blocks human RAD52 DNA annealing; P43351; recombinant RAD52 DNA annealing, FRET fluorescence; inhibition, % at 18.7 µM; 360,000 compounds, 0.46% hits;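 active means every replicate showing at least 50% inhibition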
Target sequence (P43351 whole entry, looked up): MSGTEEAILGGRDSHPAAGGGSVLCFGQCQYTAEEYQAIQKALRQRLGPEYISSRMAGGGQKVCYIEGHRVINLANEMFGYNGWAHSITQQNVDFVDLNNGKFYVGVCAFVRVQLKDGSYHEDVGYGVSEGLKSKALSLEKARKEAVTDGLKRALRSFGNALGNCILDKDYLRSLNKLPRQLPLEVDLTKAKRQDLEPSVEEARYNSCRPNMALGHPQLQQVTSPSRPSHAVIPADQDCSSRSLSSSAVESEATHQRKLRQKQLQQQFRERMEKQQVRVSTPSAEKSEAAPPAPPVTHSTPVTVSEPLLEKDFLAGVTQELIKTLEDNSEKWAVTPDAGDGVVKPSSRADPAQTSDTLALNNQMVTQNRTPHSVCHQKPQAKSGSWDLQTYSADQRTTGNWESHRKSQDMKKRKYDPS
E-sel inducer: induces E-selectin expression in human endothelial cells; P16581; HUVEC E-selectin immunofluorescence imaging; normalized: neutral wells 0, TNF-alpha wells 100; activation, % at 7.58 µM; 260,000 compounds, 0.37% hits;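 active means mean E-selectin-positive cell signal at least 10% of the positive control, reached in at least 60% of replicates, without over 20% cell loss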;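 further: in these data hits start at about 27%; measured in HUVEC primary endothelial cells; signal is the percent of cells scored E-selectin positive by PE staining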
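assay system = HUVEC, human umbilical vein endothelial cells | input = 3,000 HUVEC seeded per well | medium = EGM-2 growth medium on 0.1% gelatin-coated wells | dosing = one compound dose added by pin transfer | signal = immunofluorescence imaging | read-out basis = % PE-positive cells | control set = TNF-alpha, DMSO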
PglD inh: inhibitors of Campylobacter jejuni PglD acetyltransferase; purified PglD enzyme, DTNB colorimetric CoA detection; inhibition, % at 12.5 µM; 360,000 compounds, 0.098% hits; in the data active means inhibition above about 16%, passing the limit was not always enough; further: strong numbers were not always called active
* = called active by the depositor; · = not tested or not shown.

compound,ERp5 block,CASP6 VEID inh,RAD54 branch,esBAF inh,ARNT TACC3 PPI,RAD52 anneal inh,E-sel inducer,PglD inh
CC1CCN(C(=O)CN2c3cccc4cccc(c34)S2(=O)=O)CC1,1,2,0,-11,·,-20,-0.4,0
Cc1c(CC(=O)NCCCC(=O)O)c(=O)oc2cc3occ(-c4ccccc4)c3cc12,4,3,-10,-9,13,-1,·,0
COc1ccc(N(CC(=O)NCCSCc2cccc(Cl)c2)S(C)(=O)=O)cc1Cl,4,-1,-4,-8,-8,-16,0.0,3
COc1cc(NC(=O)COC(=O)/C=C/c2c(C)nn(-c3ccc(F)cc3)c2Cl)cc(OC)c1,-3,-4,·,·,·,-23,-0.2,·
CC(C)NC(=O)N1CCC(c2nc3ccccc3s2)CC1,-2,-2,7,-4,0,-3,·,5
C[C@@H]1CN([C@H](C)CO)C(=O)c2cc(NS(=O)(=O)c3ccc(F)cc3)ccc2O[C@@H](C)CCCCO[C@@H]1CN(C)S(C)(=O)=O,0,2,0,-6,-8,4,44*,1
COc1ccc(Cl)cc1S(=O)(=O)N1CCN(c2ccc(F)cc2)CC1,·,·,2,12,3,·,·,0
O=C1OC(C(=O)Nc2nccs2)Cc2ccccc21 (centres undefined),·,·,-1,10,-8,·,·,6
O=C(c1cccnc1)N1CCN(S(=O)(=O)c2ccc(S(=O)(=O)N3CCCC3)cc2)CC1,-10,1,-3,-10,29,-10,·,3
C[C@H](CO)N1C[C@H](C)[C@@H](CN(C)C(=O)c2ccncc2)Oc2ncc(C3=CCCC3)cc2C1=O,-2,1,3,4,-16,1,1.0,-1
CCOC(=O)C1C(c2ccc(O)c(OC)c2)NC(=S)NC1(O)C(F)(F)F (centres undefined),2,5,2,-4,-24,-3,·,1
CC(C)c1ccc(-c2nnn(CCC#N)n2)cc1,8,2,·,·,-5,-11,·,·
COc1ccc(NC(=O)CSc2nnc3ccc(-c4ccccn4)nn23)cc1,-9,-2,0,0,-1,-10,·,4
O=C1CC(=O)N(Cc2ccco2)C(=O)N1,·,·,-35,-5,2,·,·,-1
CCN(C(=O)CSc1nc(N)cc(N)n1)C1CCS(=O)(=O)C1 (centres undefined),1,4,-9,-9,-15,0,1.7,-3
O=C(CSc1ccccc1)N[C@@H](Cc1ccccc1)C(=O)O,4,17,4,1,0,-21,-0.2,4
O=C(Nc1ccccc1)N1C[C@H]2[C@@H](c3ccccc31)[C@@H](CO)N2C(=O)c1ccncc1,-1,-1,2,25,·,16,0.9,2
C/C(=N\NS(=O)(=O)c1c(C)cc(C)cc1C)c1ccncc1,4,-2,-3,-4,-4,-8,0.0,4
COC(=O)[C@@]1(Cc2ccc(F)cc2)[C@H]2c3cc(C(=O)N4CCCC4)n(CC4CC4)c3C[C@H]2CN1C(=O)c1ccccc1,-6,1,·,·,·,-17,-0.1,·
CCN(CC)c1ccc(CNc2nc3ccccc3n2C(C)C)cc1,-3,2,-2,-9,-5,-15,2.7,2
O=C(Nc1ccc(O)cc1)c1ccc(NC(=O)C2CCCO2)cc1 (centres undefined),0,1,-1,1,·,-4,0.2,9
CC(C)NC(=S)N/N=C/c1ccccc1[N+](=O)[O-],0,0,·,·,-16,-19,-0.1,·
CCCc1nc2sc3c(c2c(=O)[nH]1)CCCC3,-3,0,·,·,-5,2,0.1,·
CC(C)C#Cc1ccc([C@@H]2[C@@H](CO)N(C(=O)c3cccc(F)c3)[C@H]2C#N)cc1,2,-2,-9,0,-4,-16,-0.2,-5
Cc1cc(C(=O)NC(C)c2ccccc2)c2cc(F)ccc2n1 (centres undefined),-7,-1,·,·,-2,-16,-1.0,·

The closing five entries of the part above are carried over, then new ones follow.
compound,ERp5 block,CASP6 VEID inh,RAD54 branch,esBAF inh,ARNT TACC3 PPI,RAD52 anneal inh,E-sel inducer,PglD inh
O=C(Nc1ccc(O)cc1)c1ccc(NC(=O)C2CCCO2)cc1 (centres undefined),0,1,-1,1,·,-4,0.2,9
CC(C)NC(=S)N/N=C/c1ccccc1[N+](=O)[O-],0,0,·,·,-16,-19,-0.1,·
CCCc1nc2sc3c(c2c(=O)[nH]1)CCCC3,-3,0,·,·,-5,2,0.1,·
CC(C)C#Cc1ccc([C@@H]2[C@@H](CO)N(C(=O)c3cccc(F)c3)[C@H]2C#N)cc1,2,-2,-9,0,-4,-16,-0.2,-5
Cc1cc(C(=O)NC(C)c2ccccc2)c2cc(F)ccc2n1 (centres undefined),-7,-1,·,·,-2,-16,-1.0,·
Cc1ccccc1NC(=O)C(=O)c1cn(C)c2ccccc12,-3,3,4,56*,-7,-17,2.3,10
Cc1ccc(NC(=O)CCC(=O)NNC(=O)c2cccs2)cc1C,-10,-1,-2,-5,1,-22,·,5
COc1ccc(N2CCN(C(=O)c3ccc(OCC4CCCO4)cc3)CC2)cc1 (centres undefined),·,·,2,3,-3,·,·,-5
CC(=O)Nc1ccc(SC(C)C(=O)NC2CCCC2)cc1 (centres undefined),1,4,-5,0,-5,-12,-0.6,-1
CCOc1ccc(-c2cccc(NC(=O)COc3ccc(Cl)cc3)c2)nn1,·,·,7,19,-5,·,·,-5
COc1ccc(NC(=O)N(C)C[C@H]2OCCCC[C@H](C)Oc3ccc(NS(=O)(=O)c4ccc(F)cc4)cc3C(=O)N([C@@H](C)CO)C[C@H]2C)cc1,4,2,-9,0,3,22,-0.1,1
C[C@H]1CCCCO[C@@H](CN(C)C(=O)Nc2ccc3c(c2)OCO3)[C@@H](C)CN([C@@H](C)CO)C(=O)c2cc(NC(=O)Cc3ccccc3)ccc2O1,·,·,-33,0,-5,·,0.3,5
COc1ccc2[nH]c3c(c2c1)CCN1C(=O)C(CC(=O)NCCN2CCOCC2)C[C@H](C(=O)N2CCOCC2)[C@@]31CCC1CCCC1 (some centres undefined),3,-16,-1,9,-1,-4,-0.1,-7
CCOC(=O)c1cnn(-c2cc(Oc3cccc(C)c3)ncn2)c1N,·,·,-7,3,2,·,·,6
Cc1cccc(NC(=O)NCC(c2ccco2)N2CCCCC2)c1 (centres undefined),3,-2,-6,16,12,-1,3.9,-3
COC(=O)c1c(NC(=O)COC(=O)CCc2ccc(S(=O)(=O)N3CCOCC3)cc2)sc2c1CCC2,-1,3,·,·,5,-17,·,·
C=C(C)Cn1c(SCC)nc2ccccc2c1=O,3,2,-9,-4,1,1,·,-3
COc1ccccc1CNC(=O)C1CC2Cn3c(nc4cc(C)c(C)cc43)C2N1C (centres undefined),-4,-3,8,-2,0,-27,-0.1,0
CCCN1C(=O)/C(=C/c2nc3ccccc3c(=O)[nH]2)c2cc(C)ccc21,4,1,-4,4,3,-2,·,1
CCOc1ccc(NS(=O)(=O)c2ccc(C(=O)N(C)CCc3ccc(OC)c(OC)c3)cc2)cc1,-4,1,-8,9,-5,-17,-0.3,8
Cc1cc(C)n2nc(SC3CCCCN(C(=O)c4ccc(F)cc4)C3=O)nc2n1 (centres undefined),·,·,1,0,-3,·,·,-3
COc1cc(OC)c(S(=O)(=O)N2CCOCC2)cc1S(=O)(=O)N1CCOCC1,12,0,7,·,-13,-14,-0.2,-2
CCC(=O)N1[C@H](C(=O)N[C@H](C)c2ccccc2)[C@@H](CO)[C@@H]2Cn3c(cccc3=O)[C@@H]21,2,0,·,·,·,4,-1.3,·
Cc1ccc(C(=O)Cn2cc([N+](=O)[O-])nc2C)cc1,0,1,·,·,-8,-9,·,·
N#C[C@@H]1[C@H](c2ccc(-c3ccc(F)cc3)cc2)[C@@H](CO)N1C(=O)Cc1ccccc1,9,1,1,4,8,-59,-0.5,-5
CCNc1nc(NCC)nc(SCC(C)=O)n1,1,0,4,-1,2,-13,·,-9
COc1ccc(S(=O)(=O)N(C)C[C@@H]2Oc3c(NC(=O)NC(C)C)cccc3C(=O)N([C@@H](C)CO)C[C@@H]2C)cc1,0,0,-5,2,-6,-7,-3.2,-1
COc1ccc(CNCc2cc(Cl)ccc2O)cc1,-4,0,-1,-4,8,-5,0.1,6
Cc1cc(S(=O)(=O)Nc2ccc3ccccc3c2)c(C)s1,4,1,-1,-5,-4,-6,·,2
O=C(C1=C[C@@H](c2coc3ccccc3c2=O)C[C@@H](OCc2ccc(CO)cc2)O1)N1CCN(Cc2ccc3c(c2)OCO3)CC1,2,1,-5,1,-5,-48,-0.2,-1
O=C(Nc1ccc(N2CCN(C(=O)c3ccccc3)CC2)cc1)c1cccs1,2,·,-6,8,3,-17,0.2,7
CC(C)CCNC(=O)C1CCCN(S(=O)(=O)c2ccc(F)cc2)C1 (centres undefined),-1,-2,-6,-4,6,-11,·,0
Cc1ccc(C(=O)Nc2ccc3c(c2)OCCO3)c(Cl)c1,1,2,4,-72,-7,4,0.0,-2
O=C(COC(=O)c1cc([N+](=O)[O-])ccc1N1CCOCC1)Nc1cccc(F)c1,-3,0,2,-8,·,-7,-0.1,0
CC(=O)Nc1ccc(Oc2cnc3ccccc3n2)cc1,·,·,2,6,-5,·,·,-6
Cc1oncc1C(=O)N1CCCC(CO)(Cc2ccc(F)cc2F)C1 (centres undefined),1,-3,0,18,-4,-6,0.1,0
COC(=O)c1cc(CNC(=O)C2CC(=O)N(c3ccc4c(c3)OCCO4)C2)ccc1OC (centres undefined),-1,-1,-4,1,-9,-10,5.8,-1
N#CC1=C(N)Oc2n[nH]c(-c3cccnc3)c2C1c1cc(F)ccc1F (centres undefined),-1,0,·,·,9,-15,-0.1,·
C[C@@H]1CN([C@@H](C)CO)C(=O)c2cc(C#CC3(O)CCCC3)cnc2O[C@H]1CN(C)C(=O)CN(C)C,-4,-3,-2,-4,-7,-16,0.9,2
CN1CCN(C(=O)c2cc3c(c(-c4cccc(-c5ccc(C(=O)N(C)C)cc5)c4)n2)[C@H](CCO)N([S@@](=O)C(C)(C)C)C3)CC1,1,2,15,-2,7,-32,-0.2,2
CSc1ccc(CN2CCC(C)(Oc3cccc(C#N)c3)C2)cc1 (centres undefined),-1,0,-4,-7,·,-4,-0.1,2
CCOc1ccc(CCNC(=O)CCn2nc(C)c3c(C)n(-c4ccccc4)nc3c2=O)cc1,·,3,3,3,5,4,-0.1,-1
Cc1ccc(S(=O)(=O)N2[C@H](CC(=O)c3cccs3)OC[C@@H]2C(C)C)cc1,-3,1,·,·,·,-26,-0.2,·
COc1ccc(CNC[C@H]2O[C@@H](n3ccc(=O)[nH]c3=O)[C@H](O)[C@@H]2O)cc1OC,6,0,-5,-4,-8,1,0.0,-2
Cc1ccc(C(=O)N2CC=C(c3ccccc3)CC2)o1,-3,3,-2,7,-3,-12,0.2,-2
CC(C)C1Cc2ccccc2-c2[nH]c(=S)[nH]c(=O)c21 (centres undefined),6,1,-13,·,·,13,9.6,5
O=C1CC(C(=O)Nc2cc(Cl)ccc2Cl)n2ncnc2N1 (centres undefined),2,1,·,·,-8,-7,·,·
CNC(=S)N(CCc1c(C)[nH]c2ccc(C)cc12)Cc1cccs1,1,2,·,·,5,-102,-0.2,·
COC(=O)c1cccc([N+](=O)[O-])c1CN1CCCC(C(N)=O)C1 (centres undefined),-8,-1,·,·,3,-8,·,·
CC1CC(C)CN(c2nc3c(c(=O)n(C)c(=O)n3C)n2C)C1 (centres undefined),·,·,-6,1,-1,·,·,-4
